High-throughput results from PubChem.
GLP1R cytotox: cytotoxicity counter-screen for GLP-1 receptor inverse agonists; AID 624418; hit rate 0.13% among 410,000; HEK293 cAMP-luciferase reporter cells, luminescence, 24 h; Potency, µM (highest dose often 38.3 µM), for the others: top-dose activity change, negative = inhibition, usual class: inhibitors;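 also: loss of luciferase light is scored as toxicity; potency is read from the fitted curve at half-maximal effect; % is scaled to controls: 0 for no effect and ±100 for the full control effect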
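Seeding density was 200 cells/uL; after overnight-length (12 h) culture, 23 nL compounds went on for 24 h at 37 °C. Readout used a luciferase detection reagent, luminescence taken after 12 min at room temperature.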
KB-V1 cytotox: kills drug-selected multidrug resistant KB-V1 cells; KB-V1 MDR cells viability, CellTiter-Glo, 72 h; Potency, µM (titrated, usually from 46.1 µM), for the others: at the highest dose activity change, negative = cytotoxicity, hits mostly cytotoxic; hit rate 3.4% among 400,000; AID 1347076; also: potency is read from the fitted curve at half-maximal effect; % is scaled to controls: 0 for no effect and ±100 for the full control effect; nearly all actives have a fitted effect of over 60% in size
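KB-V1 cells (P-gp-expressing MDR subline of KB-3-1) in phenol-red-free DMEM with 10% FBS were exposed to library compounds over a concentration series for 72 h at 37 degrees C. Viability read by CellTiter-Glo luminescence; concentration-effect curves fitted after normalization.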
GLP1R inv ag: acts as inverse agonist at human GLP-1 receptor. Potency, µM (series often up to 38.3 µM), for the others: top-dose activity change, negative = inhibition, usual class: inhibitors. HEK293 GLP-1R CRE-luciferase, luminescence, 24 h; GLP-1R form is constitutively active. hit rate 1.6% among 410,000. P43220; also: potency is read from the fitted curve at half-maximal effect; % is scaled to controls: 0 for no effect and ±100 for the full control effect; nearly all actives have a fitted effect of over 55% in size
Target sequence (P43220 whole entry, looked up): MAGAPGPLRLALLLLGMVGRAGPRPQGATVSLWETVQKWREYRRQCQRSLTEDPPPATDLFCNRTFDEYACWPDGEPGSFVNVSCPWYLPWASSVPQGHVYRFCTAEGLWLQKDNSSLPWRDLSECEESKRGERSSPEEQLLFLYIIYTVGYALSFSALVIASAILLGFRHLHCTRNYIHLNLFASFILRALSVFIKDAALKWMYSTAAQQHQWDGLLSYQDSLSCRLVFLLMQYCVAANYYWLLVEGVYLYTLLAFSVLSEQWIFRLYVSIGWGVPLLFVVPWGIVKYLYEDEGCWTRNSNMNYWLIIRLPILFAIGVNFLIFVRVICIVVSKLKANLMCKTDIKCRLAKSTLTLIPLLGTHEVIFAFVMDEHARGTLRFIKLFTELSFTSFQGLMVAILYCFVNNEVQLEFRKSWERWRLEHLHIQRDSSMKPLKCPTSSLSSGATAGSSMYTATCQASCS
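Assay principle: reduced luminescence from a cAMP-responsive reporter in HEK293 cells co-expressing a constitutively active GLP-1R. Conditions: 24 hr compound incubation, 37 deg C, 5% CO2.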
aSyn rescue: inhibitors of alpha-synuclein toxicity in yeast. Yeast expressing alpha-synuclein, growth rescue, BacTiter-Glo, 24 h. Potency, µM (doses to about 46.1 µM), without a hit: top-dose growth rescue (activation), usual class: activators. hit rate 0.14% among 370,000; also: potency is read from the fitted curve at half-maximal effect; % of control where 0% means no effect; nearly all actives have a fitted effect of over 65% in size
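Screening used galactose-induced yeast with toxic alpha-synuclein levels, exposed to compound for 24 hr at 30 deg C. Cell growth, read with BacTiter-Glo luminescence, gave the measured signal.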
PTHR1 agonist: PTHR1 (human) receptor agonism; HEK293 GP2 PTHR1 cells, GloSensor cAMP luminescence, 1 h; Potency, µM (series often up to 115 µM), for inactives: at the highest dose activation, hits mostly activators; hit rate 0.075% among 410,000; also: potency is read from the fitted curve at half-maximal effect; nearly all actives have a fitted effect of over 55% in size; some results filed as inactive show a strong effect at the top dose; inactives centre near -15; many of its hits are not listed in these tables
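HEK-293-derived GP2 cells expressing PTHR1 and a GloSensor cAMP reporter, 3,000/well, plated overnight, given luciferin plus IBMX (each 0.5 mM as added) for 1 h at 37 °C, then compound for 1 h at 37 °C. Luminescence was read after 15 min at room temperature.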
TDP43 rescue: rescues yeast growth from TDP-43 toxicity; TDP-43 expressing yeast growth rescue, BacTiter-Glo, 24 h; Potency, µM (titrated, usually from 46.1 µM), without a hit: top-dose growth rescue (activation), usual class: activators; hit rate 1.8% among 410,000; also: potency is read from the fitted curve at half-maximal effect; % of control where 0% means no effect; nearly all actives have a fitted effect of over 50% in size
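In this qHTS, compounds that restore growth of yeast expressing TDP-43 appear as activators. Cells (OD600=0.02, galactose medium, raffinose-pregrown) are incubated with compound 24 hr at 30 deg C and growth is quantified by BacTiter-Glo.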
GLP1R ag: GLP-1 receptor (human) agonism. P43220. HEK293 GLP-1R CRE-luciferase, luminescence, 4-6 h; cells express a hypersensitive GLP-1R form. Potency, µM (highest dose often 45.6 µM), for inactives: top-dose activation, hits mostly activators. AID 624172. hit rate 0.007% among 380,000; also: potency is read from the fitted curve at half-maximal effect; % of control where 0% means no effect
D3 antag: antagonists of human D3 dopamine receptor; D3R cells, DiscoveRx beta-arrestin luminescence, antagonist mode; stronger effect = lower value; max response, negative = inhibition, %; hit rate 2.5% among 360,000; in the data active = max response below about -50%; inconclusive = no clear call, values can overlap the other calls; also: % is scaled to controls: 0 for no effect and ±100 for the full control effect; mostly tested at two doses, the higher about 12 µM
Target sequence (P35462 whole entry, looked up): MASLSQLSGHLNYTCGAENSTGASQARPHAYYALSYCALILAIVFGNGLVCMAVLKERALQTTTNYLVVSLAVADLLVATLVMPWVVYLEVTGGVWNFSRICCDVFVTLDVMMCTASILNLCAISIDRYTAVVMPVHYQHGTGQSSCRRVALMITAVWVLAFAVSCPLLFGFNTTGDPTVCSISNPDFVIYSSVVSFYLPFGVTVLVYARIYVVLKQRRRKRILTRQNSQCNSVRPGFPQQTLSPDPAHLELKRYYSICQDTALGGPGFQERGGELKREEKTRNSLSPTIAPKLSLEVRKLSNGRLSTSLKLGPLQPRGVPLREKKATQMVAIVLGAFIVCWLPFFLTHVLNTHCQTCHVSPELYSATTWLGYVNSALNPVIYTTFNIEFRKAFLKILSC
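Cells plated overnight at 1500 cells/well, then exposed to library compounds with dopamine controls for 90 minutes at 37 degrees C. DiscoveRx reagent added for 30–60 minutes at room temperature; luminescence read, quantitative HTS format.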
D3 ag: D3 dopamine receptor (human) agonism; D3R DiscoveRx beta-arrestin cells, luminescence, 90 min; hit rate 0.58% among 410,000; P35462; max activation, %; in the data active = max activation above about 30%; also: 0% is about no effect; mostly tested at two doses, the higher about 12 µM
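Agonist-mode cell screen: cells plated at 1500/well and incubated overnight at 37 °C, then exposed to library compounds for 90 min at 37 °C. Detection reagent was added for 30–60 min at room temperature, and luminescence was read.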
Numbers without * were called inactive; i = inactive; u = inconclusive; x = not tested or not shown; [ ] = dose if it differs, or a comment. Unless noted, calls follow the shape of the dose curve; as a rule, active = well fitted curve in the direction sought with a large enough effect; inconclusive = small, poorly fitted or top-dose-only effect, or another doubt; inactive = no such curve, though single readings can be large; an effect the other way counts as inactive or inconclusive. The list is partial; the hit share may differ from the screen's.

SMILES	GLP1R cytotox	KB-V1 cytotox	GLP1R inv ag	aSyn rescue	PTHR1 agonist	TDP43 rescue	GLP1R ag	D3 antag	D3 ag
O=C(C/C=N/OCc1c(Cl)cccc1Cl)c1ccc(Cl)cc1	2%	10%	0%	u	-42%[inhibitor]	8%	0%	1	1
COc1ccc(/C=C/c2c([N+](=O)[O-])c(=O)n(C)c(=O)n2C)cc1OC	4%	16%	10%	-9%	i	-14%	7%	19	27
Cc1ccc(NC(=O)c2ccc([N+](=O)[O-])cc2)cc1S(=O)(=O)N(C)C	3%	-14%	-3%	-6%	-41%[inhibitor]	-1%	17%	-3	-6
COc1ccc(NC(=O)C2(C)CCN2C(=O)c2ccc(C(C)(C)C)cc2)cc1OC (stereo unspecified)	-3%	16µM*	u	17%	-8%	u	12%	22	4
CCCCn1cnc2c(SCc3cccc(F)c3)nc(N)nc21	-6%	8%	-25%	0%	-9%	12%	40%	3	15
CC(=O)Nc1cc(-c2cccnc2)cn2c(-c3ccc(F)cc3)cnc12	4%	5%	11%	-10%	-10%	25%	-4%	0	2
Cc1cc(C)c(NC(=O)COC(=O)C2=COCCO2)c(Cl)c1	1%	19%	-1%	-4%	-4%	4%	4%	6	-2
COc1ccccc1-n1c(CNC(=O)c2ccco2)nnc1SCC(=O)Nc1ccc(F)cc1	-13%	3%	2%	7%	i	13%	-8%	15	-1
CCCOc1cccc(C(=O)N/N=C/c2ccoc2)c1	0%	29%	8%	-6%	i	3%	2%	-14	-4
CCCCc1nnc(NC(=O)c2nc3nccc(C)n3n2)s1	2%	1%	8%	0%	10%	3%	1%	-12	2
O=C(O)Cn1c(=O)n(Cc2ccccc2)c2ccccc21	-5%	-22%	13%	-1%	-7%	-15%	0%	-12	2
COc1cc(/C=C/C(=O)OCC(=O)NC2CCS(=O)(=O)C2)ccc1O (stereo unspecified)	-21%	-5%	12%	-1%	-22%	14%	1%	-7	-5
CC1CCc2c(sc3nc4n(c(=O)c23)CCS4)C1 (stereo unspecified)	-22%	-11%	41%[activator]	7%	i	0%	4%	14	0
CC1CCCN(c2ccc(C(=O)NCc3ccc4c(c3)OCO4)cc2[N+](=O)[O-])C1 (stereo unspecified)	-17%	u	u	6%	i	18%	17%	-3	-9
CCOc1ccc(S(=O)(=O)c2c(C(=O)c3ccc(CC)cc3)cnc3ccc(C)cc23)cc1	-1%	-5%	u	x	i	35%	x	x	7
O=C(NCc1ccncc1)[C@@H]1CCCN1C(=O)[C@H]1CCCN1C(=O)c1cccc2ccccc12	-3%	0%	13%	-4%	-44%[inhibitor]	0%	-1%	-1	7
CCOC(=O)C1CCCN(C(=O)Nc2c(-c3ccccc3)noc2C)C1 (stereo unspecified)	18%	-20%	2%	-3%	u	-23%	-2%	1	-8
CCOc1cccc(N(C(=O)C2COc3ccccc3O2)C(C(=O)NC2CCCCC2)c2ccc(O)cc2)c1 (stereo unspecified)	-15%	6%	u	0%	-11%	-29%	6%	-7	2
Cc1cc(N2CCN(c3cccc(C(F)(F)F)c3)CC2)n2nc(-c3ccccc3)nc2n1	3%	27%	3%	x	i	u	x	x	8
Cc1nn(C)c(C)c1CN(Cc1nc(-c2cc(F)ccc2F)oc1C)C1CC1	-2%[7.66 µM]	16µM*	-15%[7.66 µM]	2%	-32%[inhibitor]	11%[9.22 µM]	9%	2	4
CC1(C(=O)N/N=C/c2ccccc2)CC1(Cl)Cl (stereo unspecified)	-6%	u	-16%	12%	i	8%	2%	9	-5
CCC(C)(C)NC(=O)c1ccc2c(c1)N(CC(=O)OC)C(=O)C(C)(C)O2	2%	u	-1%	-5%	0%[57.5 µM]	3%	-6%	-21	-5
COc1cc(/C=C/C(=O)O)cc(S(=O)(=O)N2CCN(S(=O)(=O)c3ccc(Cl)cc3)CC2)c1OC	2%	u	14%	5%	i	22%	-5%	22	6
O=C(Nc1ccccc1F)c1cc(S(=O)(=O)N2CCCCC2)cs1	2%	u	-1%	4%	-17%	0%	6%	-4	-1
Cc1ccccc1N1CC(C(=O)NC2CCCC2)CC1=O (stereo unspecified)	-30%	30%	8%	1%	i	-10%	1%	1	-4

The last seven compounds of the part above open the next one:
SMILES	GLP1R cytotox	KB-V1 cytotox	GLP1R inv ag	aSyn rescue	PTHR1 agonist	TDP43 rescue	GLP1R ag	D3 antag	D3 ag
Cc1cc(N2CCN(c3cccc(C(F)(F)F)c3)CC2)n2nc(-c3ccccc3)nc2n1	3%	27%	3%	x	i	u	x	x	8
Cc1nn(C)c(C)c1CN(Cc1nc(-c2cc(F)ccc2F)oc1C)C1CC1	-2%[7.66 µM]	16µM*	-15%[7.66 µM]	2%	-32%[inhibitor]	11%[9.22 µM]	9%	2	4
CC1(C(=O)N/N=C/c2ccccc2)CC1(Cl)Cl (stereo unspecified)	-6%	u	-16%	12%	i	8%	2%	9	-5
CCC(C)(C)NC(=O)c1ccc2c(c1)N(CC(=O)OC)C(=O)C(C)(C)O2	2%	u	-1%	-5%	0%[57.5 µM]	3%	-6%	-21	-5
COc1cc(/C=C/C(=O)O)cc(S(=O)(=O)N2CCN(S(=O)(=O)c3ccc(Cl)cc3)CC2)c1OC	2%	u	14%	5%	i	22%	-5%	22	6
O=C(Nc1ccccc1F)c1cc(S(=O)(=O)N2CCCCC2)cs1	2%	u	-1%	4%	-17%	0%	6%	-4	-1
Cc1ccccc1N1CC(C(=O)NC2CCCC2)CC1=O (stereo unspecified)	-30%	30%	8%	1%	i	-10%	1%	1	-4
Cc1cc(Nc2ccc(C(=O)O)cc2)n2nc(C)nc2n1	-4%	7%	13%	-2%	-12%	4%	6%	17	3
CCOC(=O)CNC(=O)C1(/C=C/c2ccccc2)CC(=O)N1c1ccc(C)cc1 (stereo unspecified)	-3%	-2%	u	10%	-39%	6%	11%	3	-3
Nc1nonc1-c1nc2ccccc2n1CC(=O)N/N=C/c1ccc(-c2ccccc2C(=O)O)o1	17%	8%	7%	1%	i	6%	0%	-2	-2
O=C(CCN1CCCCO1)N1CCCC(Nc2ccc(F)cc2)C1 (stereo unspecified)	2%	23%	0%	2%	i	5%	-9%	4	8
Cc1noc(C)c1S(=O)(=O)N(C)C[C@H]1Oc2ccc(NC(=O)C3CCCCC3)cc2C(=O)N([C@H](C)CO)C[C@@H]1C	11%	u	48%[activator]	-8%	-19%	-4%	4%	0	-22
COc1cccc(COC(=O)c2cc(=O)[nH]c3ccc(S(=O)(=O)N4CCOCC4)cc23)c1OC	-3%	11%	1%	-3%	-9%	9%	7%	6	-8
CN1CCN(c2nc3c(S(=O)(=O)c4ccccc4)nnn3c3ccsc23)CC1	0%	14%	15%	x	u	-16%	x	x	-11
CC(C)(C)C1CCC(=NNc2ncc(C(F)(F)F)cc2Cl)CC1 (stereo unspecified)	u	u	0%	0%	i	5%	-10%	11	-5
COc1ccc(NC(=O)Nc2nnc(Cc3ccccc3)s2)cc1	-9%	-20%	u	0%	4%	-5%	-4%	12	-1
O=C(NCCCN1CCN(c2ccc(F)cc2)CC1)NC12CC3CC(CC(C3)C1)C2	u	-1%	u	0%	-16%	-7%	4%	-82*	-1
COc1ccc2c(Sc3ccc(C)cc3)c(C(=O)NCc3ccc(F)cc3)[nH]c2c1	2%	7%	7%	x	-23%	3%	x	x	-12
Cc1ccc(NC(=O)Nc2nnc(N(C)C3CCCCC3)s2)c(Cl)c1	-14%	-3%	-15%	x	-17%	3%[9.22 µM]	x	x	-16
O=C(Nc1nccs1)c1ccc([N+](=O)[O-])cc1Cl	-5%	1%	5%	10%	i	21%	-1%	0	0
O=C1c2ccccc2C(=O)N1CCN1CCc2ccccc21	3%	13%	5%	1%	-10%	0%	0%	30	1
CCCCCCN1C[C@H](n2cc(COC(=O)c3ccccc3)nn2)[C@@H](O)C[C@@H]1c1ccccc1	5%	-10%	u	11%	-13%	30%	-3%	7	2
CCC(NC(=O)c1ccccc1NC(=O)c1ccc(C)cc1)C(=O)O (stereo unspecified)	3%	16%	4%	-1%	-50%[57.5 µM]	-13%	-7%	-13	-1
Cc1ccc(CNC(=O)CS(=O)(=O)c2cccc3nsnc23)cc1	-4%	16%	-14%	1%	14%	-18%	-7%	x	-6
CC[C@]1(C(=O)OC)[C@H]2C(=O)N(Cc3ccccc3)C(=O)[C@H]2[C@H]2CN=C(SCC3CC3)N21	1%	3%	2%	3%	6%	6%	-1%	-10	-6

Record cards, as listed above. Order of screens: GLP1R cytotox	KB-V1 cytotox	GLP1R inv ag	aSyn rescue	PTHR1 agonist	TDP43 rescue	GLP1R ag	D3 antag	D3 ag
`COc1cccc(COC(=O)c2cc(=O)[nH]c3ccc(S(=O)(=O)N4CCOCC4)cc23)c1OC` is entered as -3%	11%	1%	-3%	-9%	9%	7%	6	-8
`Cc1noc(C)c1S(=O)(=O)N(C)C[C@H]1Oc2ccc(NC(=O)C3CCCCC3)cc2C(=O)N([C@H](C)CO)C[C@@H]1C` is entered as 11%	u	48%[activator]	-8%	-19%	-4%	4%	0	-22
